Bioassay records from PubChem.
TbHK1 inh: blocks Trypanosoma brucei hexokinase 1 activity; recombinant TbHK1, G6PDH-coupled NADH A340; inhibition, % at 10 µM; hit rate 0.11% among 220,000;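 active = inhibition of 50% or more in the single-dose primary screen; inactive = inhibition below 50%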
thrombin 1536: blocks human thrombin protease activity | AID 1046 | P00734 | inhibition, % at 5 µM | alpha-thrombin, Boc-VPR-AMC fluorogenic substrate cleavage | hit rate 0.26% among 220,000;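 active = inhibition at or above 40%; inactive = inhibition below 40%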;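 note: 0% = enzyme with no compound and 100% = wells without enzyme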
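signal = AMC fluorescence, 355/460 nm | material = human alpha-thrombin enzyme | control set = enzyme without compound as high, wells lacking enzyme as low | times = reaction at room temperature | read-out basis = percent inhibition scaled between no-compound controls and no-enzyme blanks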
TRPML3 ag: agonists of human TRPML3 channel; Q8TDD5; HEK293 TRPML3-YFP, Fluo-8 calcium fluorescence; 100% = the carbachol control signal; activation, % at 3 µM; hit rate 0.29% among 220,000;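 active = activation above its plate's cutoff, the mean activation of the plate's test wells plus 3 SD, cut at about 12% in these data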;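 note: 0% = DMSO only wells and 100% = carbachol wells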
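Test system: HEK293 cells stably carrying human TRPML3-YFP; Doses: single dose, 3 µM final nominal compound, 0.3% DMSO final; Schedule: dye loading 1 h 37 °C then 30 min ambient, 125 s read; Technique: Fluo-8 calcium fluorescence; Benchmarks: high control carbachol 87 µM, low control DMSO.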
Furin inh: inhibitors of human furin | purified furin, fluorogenic substrate cleavage | P09958 | AID 463115 | hit rate 0.061% among 220,000 | inhibition, % at 30 µM; in the data active = inhibition above about 25%; note: inactives centre near -15
Target sequence (P09958 108-714 limits assumed): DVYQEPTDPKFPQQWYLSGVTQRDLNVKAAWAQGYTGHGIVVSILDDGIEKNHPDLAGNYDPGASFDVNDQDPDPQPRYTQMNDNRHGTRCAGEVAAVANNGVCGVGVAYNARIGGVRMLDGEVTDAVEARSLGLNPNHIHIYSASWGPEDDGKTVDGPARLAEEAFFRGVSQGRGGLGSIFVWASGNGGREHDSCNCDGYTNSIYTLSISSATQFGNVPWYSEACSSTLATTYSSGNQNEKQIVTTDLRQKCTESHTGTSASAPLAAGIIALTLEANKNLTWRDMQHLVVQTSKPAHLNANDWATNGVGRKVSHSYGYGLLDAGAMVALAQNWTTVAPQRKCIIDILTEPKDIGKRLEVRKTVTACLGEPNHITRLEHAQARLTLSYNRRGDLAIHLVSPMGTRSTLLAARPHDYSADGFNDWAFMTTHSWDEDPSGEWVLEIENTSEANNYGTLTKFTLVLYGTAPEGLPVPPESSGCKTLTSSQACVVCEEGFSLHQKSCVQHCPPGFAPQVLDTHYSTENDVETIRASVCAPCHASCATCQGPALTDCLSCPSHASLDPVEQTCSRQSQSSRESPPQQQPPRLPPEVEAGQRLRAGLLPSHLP
zfTRPN1 agonist: activates the zebrafish TRPN1 channel; hit rate 0.18% among 220,000; HEK293 zebrafish TRPN1-YFP, Fluo-8 calcium fluorescence; 100% = response to 87 µM carbachol; activation, % at 3 µM;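 active = activation above its plate's cutoff, the mean activation of test wells on that plate plus 3 SD, cut at about 19% in these data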;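 note: 0% = DMSO alone and 100% = 87 µM carbachol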
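Material: zebrafish TRPN1-YFP in HEK293 cells; Doses: single test compound dose, 3 µM nominal, 0.3% DMSO; Timing: dye loading 1 h at 37 °C, then 30 min room temperature; Technique: intracellular calcium fluorescence with Fluo-8; Benchmarks: high carbachol 87 µM, low DMSO alone.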
EBV gp42 inh: EBV gp42 inhibition; Fluorescence polarization binding assay, mP read-out; AID 1085; Q1HVG2; inhibition, % (tested at 21.74 µM); hit rate 0.42% among 220,000; in the data active = inhibition above about 50%
Target sequence (Q1HVG2 whole entry, looked up): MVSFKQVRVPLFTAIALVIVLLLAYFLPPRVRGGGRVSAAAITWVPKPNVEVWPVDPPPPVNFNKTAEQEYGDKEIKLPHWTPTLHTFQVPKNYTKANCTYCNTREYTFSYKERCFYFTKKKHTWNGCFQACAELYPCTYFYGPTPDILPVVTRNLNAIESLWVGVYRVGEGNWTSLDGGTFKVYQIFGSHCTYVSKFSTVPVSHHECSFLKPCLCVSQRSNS
Cl transport mod: modulates chloride dependent transport by human KCC2. KCC2 cells, thallium flux FluoZin-2 fluorescence. B-score of Tl+ flux slope (higher = more flux/activation; lower = inhibition) at 10 µM. hit rate 2.2% among 190,000. AID 1456;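 active = thallium flux slope and its plate-corrected score both differing from the plate sample mean at a set confidence after two filtering rounds, in either direction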;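 note: slope of fluorescence scaled to starting intensity during 10 to 20 s after thallium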
PPC-1+TRAIL kill: compounds killing PPC-1 cancer cells with TRAIL present (potentiator screen, no TRAIL-free arm); AID 1443; hit rate 0.41% among 220,000; PPC-1 cells + TRAIL, ATPLite viability luminescence; cell killing (% activity), % at 4 µM;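 active = cell killing above 50% in the first pass at 4 µM, then a duplicate retest at 5 µM averaging 50% or more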;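 note: plate controls were cells with TRAIL plus DMSO for no effect and medium-only wells lacking cells for full effect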
m-calpain inh: inhibitors of pig calpain II; purified calpain II, fluorogenic peptide substrate, 30 min; inhibition, % at 16 µM; hit rate 0.37% among 220,000;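 active = inhibition above about 50%, limit read from the data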
* marks the source's active call; other numbers are inactive results; i = inactive; . = not tested or not shown; [ ] = remark or other dose.

SMILES	TbHK1 inh	thrombin 1536	TRPML3 ag	Furin inh	zfTRPN1 agonist	EBV gp42 inh	Cl transport mod	PPC-1+TRAIL kill	m-calpain inh
Cc1ccc(-c2nn(Cc3ccccc3)cc2/C=C/C(=O)O)cc1C	-10	1	-0.3	-13[20 µM]	-0.5	-11	-8.1*	3	-51
CCOC(=O)CSc1nn(-c2ccccc2)c(=S)s1	2	-12	-0.9	5	-1.2	3	-2	28	12
Cn1c(SCc2cccnc2)nc2c(c1=O)SCC2	-12	2	1.2	-13	0.3	8	-1.3	10	14
CCOC(=O)c1c[nH]c2nc(C)ccc2c1=O	-5	-3	1.3	-36	1.9	46	1.7	0	-8
CC1=C(C(=O)OCC2CCCO2)C(c2ccc(Cl)cc2)NC(=O)N1 (centres undefined)	-3	5	1.1	-9	0.8	0	-0.13	2	3
CC(=O)Oc1ccc(OC(C)=O)c(SCCCCCN2CCOCC2)c1	2	2	0.3	-23	2.4	-27	-0.092	-1	-3
N#CCCn1cc(C(=O)Nc2ccccc2Br)c(-c2cc3ccccc3o2)n1	-3	5	0.1	-19	-0.1	-3	0.75	21	-10
CCN(CC)CCn1c(C)nc2c(sc3nc4c(cc32)COC(C)(C)C4)c1=O	-20	-7	1.6	-19	2.4	-6	-0.89	7	5
CCCCOc1cccc(C2(C(=O)O)CCCC2)c1	31	2	-0.8	-2	2.6	-19	.	-13	5
CC(=O)Nc1cccc(C(=O)OC(C(=O)c2ccc(C)c(C)c2)c2ccccc2)c1 (centres undefined)	-7	-6	-0.2	-9	-0.5	20	.	14	-8
Cc1nc(SCC(=O)N2CCc3ccccc3C2)c2c(C)c(C)sc2n1	6	103*	-0.1	-11[20 µM]	2.6	-4	.	-12	18
COCCNS(=O)(=O)c1ccc2c(c1)C(=NO)c1cc(S(=O)(=O)NCCOC)ccc1-2	-10	0	0.6	-27	1.2	-12	.	15	-75
COc1cccc(-c2nnc(SCC(=O)OC(C)C)n2N)c1	7	-3	1.1	-25	2.0	-14	0.93	34	29
COc1ccc(-c2ccc(CCC(=O)O)n2-c2ccc(O)cc2)cc1	-15	-10	0.9	-13	-0.2	6	0.049	4	-28
COc1ccc(OC)c(/C=N/NC(=O)c2ccc(N(C)S(=O)(=O)c3ccccc3)cc2)c1	-18	-26	0.2	-14	1.4	-11	-0.27	-10	-98
CC(=O)Nc1ccc(/C=C/c2ccc3c([N+](=O)[O-])cccc3n2)cc1	-15	-8	0.5	-2	0.4	16	1.7	12	21
CC1=CC(C)(C)N(C(=O)CSc2nccn2C)c2cc(C)ccc21	0	6	-1.1	-21	-0.4	2	-0.11	-12	13
CC1CCCCN1S(=O)(=O)c1ccc2c(c1)CCN2C(=O)C1CCC1 (centres undefined)	-2	1	0.9	-8	3.0	-1	.	-14	28
O=C(Cc1ccc(F)cc1)NC1CCCC1	-6	-2	0.8	-20[20 µM]	3.4	-3	.	21	-2
CCc1nnc(NC(=O)CSc2nc3c(c(=O)n2-c2ccccc2OC)SCC3)s1	-16	-7	0.7	-4	-0.2	-9	-2.3	17	-48
Cc1ccc(Nc2c(-c3ccc(N4CCOCC4)cc3)nc3ncccn23)cc1	-3	0	-0.1	-12	-1.8	-13	0.24	14	-156
CCc1ccc(N(CC(=O)NC2CCCC2)S(=O)(=O)c2c(C)noc2C)cc1	-1	-4	-0.5	-20	-1.7	-4	0.65	6	-11
CCN(CC)CCSc1nc(O)c(Cc2ccccc2)c(=O)n1-c1ccccc1	0	.	0.7	-13	-0.1	-12	-0.004	15	-12
S=C(NC1CCCCC1)NN1CCOCC1	-2	-3	0.7	-22	1.5	-5	0.32	16	-30
CCOc1ccc(NC(=O)CSc2nnc(-c3ccccc3)n2N)cc1	0	2	0.4	-20	0.0	-11	.	-5	-13
COc1ccccc1C1OC2=C(Nc3ccc([N+](=O)[O-])cc3N2)C1=O (centres undefined)	-49	-3	1.9	-3	2.8	-6	-0.58	-5	6
C/C=C(/C)C(=O)Nc1cccc(C2=NOC3(C2)C[C@H](C(N)=O)N(C(=O)Cc2ccc([N+](=O)[O-])cc2)C3)c1 (some centres undefined)	-12	1	.	-34	.	-13	0.85	6	-27
CC(=O)Nc1cccc(-c2cn3ccc(C)cc3n2)c1	-5	.	0.4	-12	-0.3	-8	0.004	27	-96
COCCCNC(=S)NNC(=O)c1ccc(C(C)(C)C)cc1	-3	-5	1.0	-12	0.7	-12	-0.0078	2	-15
O=S(=O)(NCc1cccnc1)c1cccc2cccnc12	-5	4	0.6	-23[20 µM]	0.1	-15	1.1	22	-22

Later entries:
SMILES	TbHK1 inh	thrombin 1536	TRPML3 ag	Furin inh	zfTRPN1 agonist	EBV gp42 inh	Cl transport mod	PPC-1+TRAIL kill	m-calpain inh
Cc1cccc2cc(CN(CCN(C)C)C(=S)NCc3ccco3)c(=O)[nH]c12	-11	-8	1.3	-17	0.1	-18	-0.17	17	5
CC(=O)C1=C(O)C(=O)N(c2ccc(S(N)(=O)=O)cc2)C1c1ccc([N+](=O)[O-])cc1 (centres undefined)	-31	-5	0.3	-4[20 µM]	-1.6	7	0.16	18	28
COc1ccc(C(=O)C[n+]2ccc(N)c(C)c2C)cc1	0	8	-0.6	-9	-0.6	-14	-0.41	25	-5
Cc1cc(N2CCN(C(=O)c3ccco3)CC2)n2nc(C)c(-c3ccccc3)c2n1	-24	4	0.6	-30	-0.2	-10	.	10	-379
CSc1ncc(Cl)c(C(=O)Nc2ccccc2Cl)n1	-5	-12	0.3	-14	1.1	-2	-0.14	1	-19
CN(C)S(=O)(=O)c1ccc(Nc2nc(C3CC3)nc3c2nnn3Cc2ccccc2Cl)cc1	-23	-2	0.8	-35	-0.2	-15	0	22	-171
CN1CCN(c2ccc(C(CC(N)=O)NC(=O)Cc3ccc(Br)cc3)cc2[N+](=O)[O-])CC1 (centres undefined)	-3	-5	.	-22	.	-10	-0.27	24	-15
CC1=C(C(=O)OCc2ccc(C)cc2)C(c2ccc(O)c([N+](=O)[O-])c2)NC(=O)N1 (centres undefined)	0	-7	-0.3	-19	-1.4	-16	0.052	0	7
CS(=O)(=O)N1CCN(C(=O)c2cc3ccccc3oc2=O)CC1	-9	31	1.1	-16	1.2	-9	0.91	10[5 µM]	2
OC(COc1cccc2ccccc12)CN1CCN(c2ccc(Cl)cc2)CC1 (centres undefined)	-26	0	1.3	-16	2.4	-6	0.18	-7	-20
CCOc1ccccc1N(CC(=O)NC1CCCCC1)C(=O)CNC(=O)c1ccco1	4	-1	0.1	-24[20 µM]	-1.1	-16	0.67	21	-5
Cc1ccc(S(=O)(=O)Nc2cccc3c2CCCC3)cc1	35	-9	-0.3	-2	-2.1	-2	-0.9	4	34
COc1ccc(CCNCC(O)Cn2ccc3ccccc32)cc1OC (centres undefined)	1	-7	0.8	-15	0.6	-9	.	-3	-7
CCOC(=O)c1sc(NC(=O)/C=C/c2cnn(C)c2C)c(C(=O)OC(C)C)c1C	-26	0	0.5	-1[20 µM]	-1.4	-16	.	14	i
COc1ccc(CCN2C(=O)C3C(C2=O)C2C=CC3C23CC3)cc1OC (centres undefined)	2	-21	0.7	-20	-0.2	-22	1	-2	-8
Cc1cc(C)n(-c2n[nH]c(=O)c3ccccc23)n1	-7	3	0.4	-8	2.5	-2	0.29	-8	-20
Cc1ccc(-c2ccccc2)n1-c1cccc(C(=O)O)c1	11	2	-0.3	-19	0.0	-2	0.084	4	7
O=C(Cc1ncc(C(F)(F)F)cc1Cl)N1CCN(c2cccc(Cl)c2)CC1	-6	3	-0.9	-7[20 µM]	-1.3	-6	.	0	-5
Cc1ccc(F)cc1NCC(=O)Nc1ccc(Br)cc1	0	4	-0.2	-3	-1.0	-26	1.4	8	5
CN(Cc1nccn1C)C(=O)CCc1nnc(CCC2CCCCC2)o1	1	-5	-0.6	-23	0.9	-12	0.13	.	2
C=CCc1cccc(/C=N/NC(=O)C(=O)Nc2ccc(C)cc2)c1O	0	-1	0.7	-16	0.9	-4	0.65	19	13
O=C(N/N=C/c1coc2ccccc2c1=O)c1cc(O)cc(O)c1	7	6	-1.0	-16	1.5	-41	-0.33	17	-132
Cc1ccc(CCNC(=O)CN(C)S(=O)(=O)c2ccc3c(c2)c(=O)n(C)c(=O)n3C)cc1	-11	1	0.7	-30	0.9	2	.	24	-16
CCCCCCCCNC(=O)/C(C#N)=C/c1ccccc1[N+](=O)[O-]	9	-8	3.0	-16	-0.3	10	-0.58	34	-4
O=C(CS(=O)(=O)c1cccc(Cl)c1)Nc1ccccc1Cl	-2	-2	-0.8	-23[20 µM]	-1.0	-7	-0.0073	-5	-3
CC1CCCCC1n1c(-c2cccnc2)n[nH]c1=S (centres undefined)	0	2	0.8	-25	0.5	-1	-0.035	23	6
CCOC(=O)C1(CC2CCCCO2)CCN(Cc2nccn2-c2ccc(OC)cc2)CC1 (centres undefined)	-10	-7	-0.1	-7	-2.4	-9	-0.91	24	-1
Cc1cc(NC(=O)CSc2nncc(=O)n2N)no1	-1	25	0.6	-15	0.6	-4	0.61	19	29
CC(Sc1ccccc1)C(=O)Nc1ccc(S(=O)(=O)N2CCOCC2)cc1 (centres undefined)	2	-5	2.1	-11[20 µM]	0.4	-14	.	1	9
CCOC(=O)C1CCN(C(=O)Cc2ccccc2OC)CC1	-7	4	0.3	-21	1.1	-10	.	10	-31

(continued)
SMILES	TbHK1 inh	thrombin 1536	TRPML3 ag	Furin inh	zfTRPN1 agonist	EBV gp42 inh	Cl transport mod	PPC-1+TRAIL kill	m-calpain inh
Cc1ccccc1-n1cc(CNCc2c(C(=O)N(C)C)nc3ccc(Cl)cn23)cn1	-10	-9	1.1	-26	0.8	0	-0.91	-6	-29
CC(C)CCNC(=O)c1cccnc1Sc1ccccc1	31	3	0.2	-4	-0.2	-2	0.44	-12	11
CCOC(=O)c1ccc(S(=O)(=O)N2CCN(C(=O)CSc3nc4ccccc4o3)CC2)cc1	-1	-6	0.1	-26	0.1	-28	0.54	1	15
COc1cccc(-c2nnc(NC(=O)c3cccc(F)c3)o2)c1	-7	-2	.	-8	.	-11	33*	2	26
COc1ccc(OC)c(NC(=O)c2ccccc2NC(=O)c2ccco2)c1	-4	-3	-0.8	-16	-0.2	-9	-0.99	4	-3
COc1cnc(-c2ccccn2)nc1NC(C)C	6	-5	0.6	-3	1.6	-8	.	25	-17

Already shown: four of the compounds above.
SMILES	TbHK1 inh	thrombin 1536	TRPML3 ag	Furin inh	zfTRPN1 agonist	EBV gp42 inh	Cl transport mod	PPC-1+TRAIL kill	m-calpain inh
CCOC(=O)C1CCN(C(=O)Cc2ccccc2OC)CC1	-7	4	0.3	-21	1.1	-10	.	10	-31
Cc1ccccc1-n1cc(CNCc2c(C(=O)N(C)C)nc3ccc(Cl)cn23)cn1	-10	-9	1.1	-26	0.8	0	-0.91	-6	-29
CC(C)CCNC(=O)c1cccnc1Sc1ccccc1	31	3	0.2	-4	-0.2	-2	0.44	-12	11
CCOC(=O)c1ccc(S(=O)(=O)N2CCN(C(=O)CSc3nc4ccccc4o3)CC2)cc1	-1	-6	0.1	-26	0.1	-28	0.54	1	15
